Source: PubChem (Broad Institute)
LGR2 antag: inhibitors of bursicon-induced Drosophila LGR2 receptor cAMP signaling; actives 0.35% (n = 380,000); HEK293 LGR2, CRE-luciferase, bursicon-stimulated, 4 h; inhibition, % at 9.99 µM; AID 720647;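 active = drop in luminescence signal, shown as inhibition above about 50% in the replicate tests, limit read from the data, passing the limit was not always enough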;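 note: agonist challenge used bursicon conditioned medium at about half maximal strength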
Casp6 inh: inhibitors of human caspase-6. P55212. purified caspase-6, Z-VEID-R110 cleavage fluorescence. inhibition, % at 12.5 µM. actives 0.53% (n = 350,000). AID 686996;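 active = mean inhibition across replicates at least about 35%, with every replicate also reaching that limit, limit read from the data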;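 note: 0% = median of neutral control wells and 100% = no fluorescence left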
Target sequence (P55212 24-179 limits assumed): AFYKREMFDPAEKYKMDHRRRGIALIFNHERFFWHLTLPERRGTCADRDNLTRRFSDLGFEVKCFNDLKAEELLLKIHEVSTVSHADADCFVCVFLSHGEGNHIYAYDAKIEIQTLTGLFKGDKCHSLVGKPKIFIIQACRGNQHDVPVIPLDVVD
Target sequence (P55212 194-293 limits assumed): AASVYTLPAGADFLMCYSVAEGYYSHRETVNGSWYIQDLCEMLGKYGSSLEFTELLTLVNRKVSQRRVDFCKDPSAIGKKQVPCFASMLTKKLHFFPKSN
PAX8 reporter: inhibitors of PAX8 transcriptional activity in RMG-I cells | RMG-I TPO-luciferase reporter, SteadyGlo, 24 h | inhibition, % at 12.6 µM | actives 1.2% (n = 360,000) | AID 652154;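 active = mean replicate inhibition at least 60% with every replicate also reaching 60%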;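 note: luciferase light reporting Pax8 driven TPO promoter activity; plate controls were median of neutral control wells for no effect and mitoxantrone controls for full effect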
FN deposit inh: fibronectin deposition inhibition; AH1F fibroblasts, Alexa488-fibronectin deposition fluorescence, overnight; inhibition, % at 12.6 µM; actives 0.086% (n = 350,000); AID 743247;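 active = mean inhibition across replicates of 30% or more, regardless of how many single replicates reach that level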;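 note: positive control wells lacked labelled fibronectin entirely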
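Assay system: AH1F fibroblasts assembling fluorescent fibronectin matrix; Amount: 10000 AH1F cells per well; Buffer or medium: DMEM, 2% serum; Probe or stimulus: Alexa488-fibronectin, 24 nM final in well; Doses: single compound dose, delivered by pin transfer; Incubation: 1 h adhesion, overnight exposure; Measured by: fluorescence 485/525 nm; Read-out: fibronectin deposition inhibition.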
* hit, by the source's call; · = not tested or not shown; & = joins results of further samples. Only part of the results is shown; the hit share may differ from the screen's.

SMILES	LGR2 antag	Casp6 inh	PAX8 reporter	FN deposit inh
COCCN(CC(=O)NC1CCCCC1)C(=O)CSc1nc2ccccc2o1	·	·	15.1	0.2
O=C(Nc1ccc2c(c1)OCO2)C1COc2ccccc2O1 (stereo not drawn)	·	·	-120.8	4.5
O=c1c(-c2nc3ccccc3s2)cccn1Cc1ccc(Cl)c(Cl)c1	·	·	-3.7	-2.6
O=C(NC[C@H]1N[C@H](CO)[C@@H]1c1ccc(C2=CCCC2)cc1)C1CCC1	7.6	-0.4	·	·
CC(=O)N1[C@H](CO)[C@@H](c2ccccc2)C12CN(C(=O)Nc1ccccc1F)C2	-2.9	-1.6	·	·
CCCC#Cc1cnc2c(c1)C(=O)N([C@H](C)CO)C[C@H](C)[C@H](CN(C)Cc1ccccc1)O2	-6.0	-0.8	·	·
CCOC(=O)Cn1nnnc1CN(Cc1ccccc1)Cc1cc2cc(CC)ccc2[nH]c1=O	-8.5	0.6	·	·
O=C(C[C@@H]1C=C[C@@H](NC(=O)c2ccncc2)[C@@H](CO)O1)Nc1ccc(-c2ccccc2)cc1	18.3	-3.6	·	·
C/C=C/c1ccc([C@H]2[C@@H](CO)N(C(=O)COC)[C@H]2CNC(=O)C2CCC2)cc1	-11.7	-1.3	·	·
CCOC(=O)C1=C(C)Nc2nnnn2C1c1c[nH]c2ccccc12 (stereo not drawn)	-10.1	-0.3	·	·
CCOC(=O)c1oc2ccccc2c1NC(=O)c1ccc(S(=O)(=O)N(C)C)cc1	1.6	·	·	-2.1
CCOc1ccc(NC(=O)c2ccc(F)c(S(=O)(=O)N3CCN(c4ccccn4)CC3)c2)cc1	17.8	·	·	4.3
COc1ccc(Cl)cc1NC(=O)c1cc(-c2ccccc2O)n[nH]1	-1.2	·	·	0.6
Cc1cccc(NC(=O)c2cnc3n(c2=O)CCS3)c1	-44.2	·	·	-8.8
C[C@@H]1CN([C@H](C)CO)C(=O)c2cc(N(C)C)ccc2O[C@H]1CN(C)CC1CCCCC1	-7.6	·	·	1.5
CCOC(=O)c1ccc(NC(=S)N2CCSC2c2ccc(Br)cc2)cc1 (stereo not drawn)	-3.5	·	·	5.2
O=c1[nH]c(C2CCCN(S(=O)(=O)c3ccccc3)C2)nc2c1nnn2Cc1ccccc1 (stereo not drawn)	6.5	·	·	-1.8
O=C(CN(CCc1ccccc1)C(=O)CN1C(=O)COc2ccccc21)NCc1ccco1	-0.8	·	·	-3.4
Clc1ccc(-n2ncc3c(N4CCCC4)ncnc32)cc1	72.5*	·	·	-4.7
C[C@@H]1CN([C@H](C)CO)C(=O)c2cc(NC(=O)NC3CCCCC3)ccc2O[C@@H]1CN(C)Cc1ccc(C(=O)Nc2ccccc2N)cc1	-9.6	·	·	11.4
COc1ccc(NC(=O)C2CCN(c3cc(-c4ccccc4)nc4ncnn34)CC2)cc1OC	14.3	·	·	1.8
O=C1c2ccc(-c3nc4ccccc4o3)cc2C(=O)N1Cc1cccnc1	-44.3	·	·	3.4
CCCc1nn(C)c2c1C(c1cccnc1)C(C#N)=C(N)O2 (stereo not drawn)	9.7	·	·	-6.9
O=C(NCn1cnccc1=O)c1ccccc1	-6.6	·	·	-7.5
CCOC(=O)NNC1CC(=O)N(c2ccc(OC)cc2)C1=O (stereo not drawn)	-6.5	·	·	11.3
COc1ccc(C(=O)NCc2cccnc2)cc1S(=O)(=O)N1CCOCC1	-8.3	·	·	-2.0
CCN(CC)CCCn1c(=S)[nH]c2cc(OC)c(OC)cc2c1=O	-7.1	·	·	0.1
O=C(c1ccco1)n1c(=S)nc2ccccn21	-27.6	·	·	-14.8
O=C1C(c2ccc(F)cc2)N(Cc2ccc3c(c2)OCO3)C(=O)CN1C1CCCC1 (stereo not drawn)	4.3	·	·	-6.1
CCOC(=O)N1CCC(O)(c2cc(C)c(C)cc2C)CC1	11.7	·	·	0.4
COc1ccc2c(c1)c(C(=O)N/N=C/c1ccc(O)c(O)c1)c(C)n2C	7.4	·	·	-1.3
Cn1c(Cn2nnc(-c3ccccc3)n2)nnc1SCc1ccccc1Cl	-4.3	·	·	11.8
CC(=O)Nc1nc(-c2ccc(Cl)cc2)ns1	-146.0	·	·	-8.4
Cc1ccc2c(c1)CCCN2C(=O)c1ccco1	-5.6	·	·	-4.2
O=C(CCNS(=O)(=O)c1ccc(Cl)cc1)NCc1cccnc1	23.3	·	·	-3.6
CC1Oc2ccccc2N(Cc2ccccc2F)C1=O (stereo not drawn)	2.3	·	·	-6.1
CN1CCN(c2nc(N3CCN(c4ccccc4)CC3)ncc2F)CC1	9.1	·	·	-3.6
CCSc1nnc(-c2cccc(S(=O)(=O)N(CC)CC)c2)n1Cc1ccccc1	10.9	·	·	3.0
Nc1cccc(-c2cc(-c3ccccc3)nc(-c3cccc(N)c3)n2)c1	4.1	·	·	7.5
COc1ccc(-c2nc(C#N)c(NCc3ccccc3Cl)o2)cc1	-36.0	·	·	11.6
CC(C)CNC(=S)NNC(=O)c1ccc(OC(F)F)cc1	-24.0	·	·	3.2
COc1ccc(CC(NC(C)=O)C(=O)N2CCN(C(=O)Nc3ccc(Cl)cc3)CC2)cc1OC (stereo not drawn)	-6.0	·	·	6.6
COc1cccc(S(=O)(=O)Nc2ccc(C(=O)N3CCN(C(=O)c4ccco4)CC3)cc2)c1	-4.3	·	·	-21.8
CCOc1ccccc1N1CCN(Cc2cccc(OC)c2O)CC1	4.3	·	·	-11.8
CCCC(=O)Nc1ccc(C(=O)NNC(=O)c2ccco2)cc1	-10.1	·	·	0.1
O=C(CN1C(=O)S/C(=C\c2ccccc2)C1=O)NNC(=O)c1ccccc1O	-1.3	·	·	2.3
COc1ccccc1-c1ccc(C2[C@H]3CNC[C@@H]2N3C(=O)Nc2ccccc2F)cc1 (stereo partly drawn)	-11.2	·	·	-1.7&-1.8
Cc1c(Cl)cccc1NC(=O)CN1CCN(CCO)CC1	6.1	·	·	1.9
Cc1ccc(C(O)(c2ccccc2)c2ccccc2C(C)N(C)C)c(C)c1 (stereo not drawn)	10.4	·	·	11.9
O=C1c2oc3ccccc3c(=O)c2C(c2cccc(Br)c2)N1Cc1ccco1 (stereo not drawn)	-11.8	·	·	2.3
O=c1c2ccccc2ncn1-c1ccc2c(c1)OCCO2	-36.1	·	·	-3.6
O=C1c2ccc3c4c(ccc(c24)C(=O)N1NC(=O)C(F)(F)F)CC3	11.3	·	·	6.0
C[C@@H]1CN([C@@H](C)CO)C(=O)c2cc(NS(=O)(=O)c3cccs3)ccc2O[C@H]1CN(C)C(=O)NC1CCCCC1	12.1	·	·	-2.0
CCCN(CCC)S(=O)(=O)c1ccc(NC(=O)COc2ccccc2)cc1	8.6	·	·	-12.0
CC(=O)Nc1nc2ccccc2n1CCN1CCOCC1	-12.8	·	·	6.3
Cc1cccc(Nc2nc(N3CCCC3)nc(N3CCCC3)n2)c1	7.6	·	·	10.3
O=C(Nc1ccn(Cc2c(F)c(F)cc(F)c2F)n1)c1cccc(Cn2cc([N+](=O)[O-])cn2)c1	13.1	·	·	0.1
O=C(CCN1CCC(c2ccccc2)C1)c1cccs1 (stereo not drawn)	13.9	·	·	3.9
CC(C)(C)NC(=O)CSc1nnc(Cc2ccc3c(c2)OCO3)n1C1CCCCC1	11.9	·	·	1.8
COc1cc2[nH]c(=S)n(N(C(C)=O)C(C)=O)c(=O)c2cc1OC	10.9	·	·	1.8

Additional compounds follow:
SMILES	LGR2 antag	Casp6 inh	PAX8 reporter	FN deposit inh
O=C(/C(=C(\[O-])c1ccccc1)[n+]1ccc2ccccc2c1)c1ccc(Cl)cc1	-2.9	·	·	-1.5
CC(NC(=O)c1cccc(C(F)(F)F)c1)C1CCCO1 (stereo not drawn)	6.9	·	·	-2.9
Cc1ccc(NC(=O)C2CCN(S(C)(=O)=O)CC2)cc1	-9.1	·	·	-5.6
Oc1ccc(N=Nc2cccc(C(F)(F)F)c2)cc1C=Nc1ccc(N2CCOCC2)cc1	27.5	·	·	1.4
CSc1ccccc1NC(=O)Nc1ccc(F)c(Cl)c1	-29.1	·	·	-4.5
C[C@@H]1CN([C@@H](C)CO)C(=O)c2cc(NC(=O)Cn3cnnn3)ccc2O[C@H]1CN(C)Cc1ccc2c(c1)OCO2	1.4	·	·	11.3
CCOC(=O)Cc1csc(NC(=O)c2c(-c3c(F)cccc3Cl)noc2C)n1	3.9	·	·	4.0
Cc1ccc(CNC(=O)Cc2ccc(-c3ccccc3)cc2)cc1	-30.3	·	·	6.3
COc1ccccc1N1CCN(C(=O)CSc2nc3ccccc3o2)CC1	-10.5	·	·	4.3
CCNc1nc(NC(C)C)nc(OCCOC(=O)c2ccccc2)n1	-25.7	·	·	-3.5
COC(=O)c1cc2ccsc2n1CC(=O)Nc1ccc(N(C)C)cc1	3.3	·	·	-9.5
C[C@@H]1CCCCO[C@H](CN(C)S(=O)(=O)c2ccc(F)cc2)[C@H](C)CN([C@H](C)CO)C(=O)c2cc(NS(C)(=O)=O)ccc2O1	0.0	·	·	6.7
O=C(CCSc1ccccc1)Nc1nccs1	-8.3	·	·	12.2
Cc1nc2nc(C)c(CCC(=O)NCc3ccc4c(c3)OCO4)c(C)n2n1	20.4	·	·	12.5
COC(=O)C1(S(=O)(=O)C2(C(=O)OC)CCCC2)CCCC1	3.1	·	·	7.4
O=C(NCC1CCCO1)c1ccc(CS(=O)(=O)c2ccc(Cl)cc2)o1 (stereo not drawn)	-32.3	·	·	-0.1
CCC(C)(C)n1nnnc1C(c1cc2cc(OC)c(OC)cc2[nH]c1=O)N1CCc2ccccc21 (stereo not drawn)	-4.3	·	·	-1.0
COc1ccc(S(=O)(=O)Nc2ccccc2C(=O)Nc2nc(-c3ccc(F)cc3)cs2)cc1OC	25.4	·	·	-8.3
O=C(O)CN=C1NC2(CCCCC2)Cc2ccccc21	4.2	·	·	-3.6
COc1ccc(C2C(=O)N(C3CCCCCC3)CC(=O)N2Cc2ccccc2)cc1OC (stereo not drawn)	-8.2	·	·	-4.5
Cc1c(NC(=O)CSc2nnc(C(C)Oc3ccc(Cl)cc3)n2-c2ccccc2)c(=O)n(-c2ccccc2)n1C (stereo not drawn)	11.4	·	·	-2.3
Cc1ccc2nc(SCC(=O)Nc3cc([N+](=O)[O-])ccc3F)[nH]c2c1	14.9	·	·	7.2
COc1ccc(-c2cc(C(=O)Nc3c(C)nn(Cc4ccccc4Cl)c3C)no2)cc1OC	-10.9	·	·	4.5
COc1ccccc1/C=C/C=N/N1CCN(Cc2ccccc2)CC1	0.1	·	·	-8.4
FC(F)(F)c1cc(-c2ccco2)nc(N2CCN(Cc3ccccc3)CC2)n1	-9.7	·	·	-4.7
COc1ccc(/C=N/NC(=O)/C(=C/c2ccccc2)CCO)cc1	11.3	·	·	-4.4
C[C@@H]1CN([C@@H](C)CO)C(=O)c2cc(NC(=O)Nc3ccccc3)ccc2O[C@@H](C)CCCCO[C@@H]1CN(C)C(=O)Nc1ccccc1	10.0	·	·	10.9
CSc1nc(C)cc(SCC(=O)Nc2ccccc2)n1	12.7	·	·	-1.7
O=S(=O)(N/N=C/c1ccc2c(c1)OCCO2)c1ccccc1	-7.5	·	·	2.6
CC(C)N1CCc2[nH]c(=S)[nH]c(=O)c2C1	12.1	·	·	4.7
Cc1c(-c2n[nH]c(=S)n2-c2ccc(C(F)(F)F)cc2)nnn1-c1ccccc1	-2.2	·	·	-1.5
CC(Sc1nc(-c2ccccc2)cc(=O)[nH]1)C(=O)O (stereo not drawn)	-7.9	·	·	6.0

Molecules listed so far that have a CF3 group:
SMILES	LGR2 antag	Casp6 inh	PAX8 reporter	FN deposit inh
O=C1c2ccc3c4c(ccc(c24)C(=O)N1NC(=O)C(F)(F)F)CC3	11.3	·	·	6.0
CC(NC(=O)c1cccc(C(F)(F)F)c1)C1CCCO1 (stereo not drawn)	6.9	·	·	-2.9
Oc1ccc(N=Nc2cccc(C(F)(F)F)c2)cc1C=Nc1ccc(N2CCOCC2)cc1	27.5	·	·	1.4
FC(F)(F)c1cc(-c2ccco2)nc(N2CCN(Cc3ccccc3)CC2)n1	-9.7	·	·	-4.7
Cc1c(-c2n[nH]c(=S)n2-c2ccc(C(F)(F)F)cc2)nnn1-c1ccccc1	-2.2	·	·	-1.5
